# Compound activity (PubChem BioAssay)
# Chronic BCR inh – inhibitors of chronic active B-cell receptor signaling; AID 493014; hit rate 0.05% among 340,000; Potency, µM (titrated, usually from 46.1 µM), for the others: at the top dose ratio change, negative = lower green/red ratio, usual class: inhibitors; ABC-DLBCL IkBa-CBG/CBR reporter, luminescence ratio, 4 h; active = well fitted inhibition curve with a large enough effect in the signal ratio, with a control signal flat, not every such curve was filed as active; inconclusive = small, poorly fitted or top-dose-only effect, or effect the other way, or a change in a side signal; the % refers to the signal ratio;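 also: potency is read from the fitted curve at half-maximal effect; plate controls were basal doxycycline-induced cells for no effect and cells given 10 µM MG132 for full effect; MG132 reads +100%, hits lower the ratio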
#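 Compounds up to 46 uM were incubated four hours with TMD8 cells whose green CBG68 luciferase is fused to IkappaBalpha; red CBR luminescence normalised the signal, and concentration-effect curves were fitted to fusion, red and ratio data.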
# Giardia kill – Giardia lamblia killing | Giardia lamblia trophozoite viability | activity change, % at 7.66 µM, hits read low | hit rate 0.15% among 340,000; in the data active = activity change below about -80%; inconclusive = between about -30% and that limit;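 also: parasites exposed to compound for two days anaerobically before the ATP read; % is scaled to controls: 0 for no effect and ±100 for the full control effect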
#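 Viability, read as ATP luminescence: trophozoites at 100 cells/well, compound added, 48 hrs anaerobic at 37 deg C, then 15-30 min room-temperature development before reading.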
# TCR act – activates T cell receptor signaling; Potency, µM (titrated, usually from 9.22 µM), inactives show at the highest dose activation of IL-2 secretion, hits mostly activators; primary human leukocytes, anti-CD3, IL-2 HTRF, 48 h; AID 504894; 330,000 tested, under 10 active; also: % of control where 0% means no effect
#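 HTRF read-out of IL-2 secretion: europium cryptate donor excited at 320nm, d2 acceptor emission at 665nm. Cells were primary human leukocytes incubated 48 hr with compounds and a-CD3 beads, supplying TCR signal only.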
# A-T KAP1 phos – potential ataxia-telangiectasia treatment; […] A-T fibroblasts, KAP-1 phosphorylation AlphaLISA; neocarzinostatin DNA damage 30 min before lysis; Potency, µM (highest dose often 57.5 µM), for inactives: at the top dose activation, hits mostly activators; hit rate 0.19% among 320,000; AID 485349; also: potency is read from the fitted curve at half-maximal effect; % of control where 0% means no effect; nearly all actives have a fitted effect of over 45% in size
#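 ATM-like activity read as KAP-1 phosphorylation via AlphaLISA donor/acceptor antibody pairs after lysis and 6 hr at 25C. Cells were ATM-null patient fibroblasts ([…], hTERT), dosed 60 min, then exposed to the DSB inducer NCS for 30 min.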
# Coupling enz – inhibits coupling enzyme system, counter-screen for aldolase hits; coupling enzyme system counterscreen, AmpLite Red fluorescence; activity change, negative = inhibition, % at 58.2 µM, hits read low; hit rate 0.67% among 290,000; AID 2472; in the data active = activity change below about -30%; also: % is scaled to controls: 0 for no effect and ±100 for the full control effect
#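 Fluorescence at 525 nm excitation and 598 nm emission measured inhibition of the coupled detection system without aldolase. Compounds (at 57.5 uM final) were preincubated 10 min at room temperature with coupling enzyme reagent before a 20 min substrate/AmpLite Red step.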
# GALK inhibitor – galactokinase (human) inhibition; P51570; Purified GALK, Kinase-Glo residual ATP luminescence; Potency, µM (titrated, usually from 57.5 µM), for the others: top-dose activity change, negative = inhibition, most hits filed as inhibitors; hit rate 0.007% among 270,000; AID 1868; also: potency is read from the fitted curve at half-maximal effect; % is scaled to controls: 0 for no effect and ±100 for the full control effect
# Target sequence (P51570 whole entry, looked up): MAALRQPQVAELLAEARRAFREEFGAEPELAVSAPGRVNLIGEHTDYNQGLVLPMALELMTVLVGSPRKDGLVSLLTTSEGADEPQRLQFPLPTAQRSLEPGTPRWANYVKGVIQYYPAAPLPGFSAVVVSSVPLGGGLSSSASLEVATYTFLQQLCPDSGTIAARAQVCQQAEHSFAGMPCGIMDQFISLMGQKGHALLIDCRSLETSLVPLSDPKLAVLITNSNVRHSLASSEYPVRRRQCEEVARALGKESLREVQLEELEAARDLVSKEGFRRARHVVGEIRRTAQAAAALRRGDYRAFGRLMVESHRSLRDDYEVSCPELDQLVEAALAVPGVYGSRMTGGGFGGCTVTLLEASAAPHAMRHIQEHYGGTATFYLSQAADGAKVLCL
#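 5 nM enzyme, 35 uM ATP, 100 uM galactose, 20 mM HEPES pH8.0, 5 mM MgCl2; 1 h RT; residual ATP by Kinase-Glo Plus luminescence, qHTS format.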
# hERG WT inh – KCNH2 (human, wildtype) channel inhibition; hit rate 0.37% among 340,000; U2OS, BacMam KCNH2, thallium flux FluxOr; hits give low values; activity change, % at 1.84 µM; Q12809;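 active = maximum activity change below -70%; inconclusive = maximum activity change between -70% and -50%; inactive = maximum activity change above -50%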; also: % is scaled to controls: 0 for no effect and ±100 for the full control effect
#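 U2OS cells transduced with wild-type KCNH2 virus are loaded with FluxOr dye for 45 min, and thallium flux is measured in kinetic reads before and after stimulation buffer. Rate constants are normalized to DMSO controls.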
# CXXC DNA block – inhibitors of human MLL CXXC domain-DNA interaction; MLL-CXXC / FITC-HOXA9 DNA fluorescence polarization; Potency, µM (highest dose often 115 µM), for the others: at the top dose activity change, negative = inhibition, usual class: inhibitors; hit rate 0.037% among 290,000; AID 2662; active = well fitted inhibition curve with a large enough effect in the polarisation, with a control signal flat, not every such curve was filed as active; inconclusive = small, poorly fitted or top-dose-only effect, or effect the other way, or a change in a side signal; inactive = no such curve, though single readings can be large or run the other way; the % refers to the polarisation; also: potency is read from the fitted curve at half-maximal effect
#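 Purified MLL-CXXC (added from a 7 uM solution) was preincubated 5 min at ambient with pinned compounds in 50 mM Tris-HCl pH 7.5, 50 mM NaCl, 1 mM DTT, 0.05% BSA. Fluorescein-labeled HOX-A9 DNA (50 nM solution) followed, 30 min, then polarization read.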
# Tb PFK inh – inhibitors of T. brucei phosphofructokinase; O15648; T. brucei PFK, ADP-Glo luminescence; Potency, µM (doses to about 57.5 µM), for the others: top-dose activity, negative = inhibition, most hits filed as inhibitors; hit rate 0.17% among 330,000;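 also: potency is read from the fitted curve at half-maximal effect; 0% = uninhibited 1x PFK enzyme wells and -100% = no-enzyme wells; nearly all actives have a fitted effect of over 60% in size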
# Target sequence (O15648 whole entry, looked up): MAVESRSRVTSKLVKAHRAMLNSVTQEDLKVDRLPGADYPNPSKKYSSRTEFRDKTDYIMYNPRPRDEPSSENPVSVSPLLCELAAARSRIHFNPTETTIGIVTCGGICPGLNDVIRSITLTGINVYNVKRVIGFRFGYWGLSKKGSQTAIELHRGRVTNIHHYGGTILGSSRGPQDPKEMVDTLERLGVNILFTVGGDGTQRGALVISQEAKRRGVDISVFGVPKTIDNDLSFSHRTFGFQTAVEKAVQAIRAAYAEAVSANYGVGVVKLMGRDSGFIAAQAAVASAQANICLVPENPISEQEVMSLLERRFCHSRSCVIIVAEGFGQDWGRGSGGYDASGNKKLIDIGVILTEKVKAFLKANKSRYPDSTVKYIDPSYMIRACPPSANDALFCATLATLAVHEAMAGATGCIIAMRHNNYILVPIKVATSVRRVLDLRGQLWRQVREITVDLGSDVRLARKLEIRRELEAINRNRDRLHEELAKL
#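 Luminescent ADP detection (ADP-Glo, two-step: ATP depletion then ADP-to-ATP conversion for luciferase) reported PFK activity after 45 min room-temperature reaction of 1.25 nM enzyme with 0.5 mM F6P and 0.1 mM ATP at pH 8.0.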
# TSHR antagonist – human thyrotropin receptor antagonism | TSHR-expressing cells, TSH-stimulated cAMP HTRF, 2 h; hits give low values | activity change, negative = inhibition, % at 11.5 µM | hit rate 0.2% among 330,000;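 active = activity change below a set negative limit, meaning inhibition stronger than a set level, cut at about -70% in these data; inconclusive = activity change between two set negative limits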; also: % is scaled to controls: 0 for no effect and ±100 for the full control effect
#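 TSHR-expressing cells, 200/well, pre-treated with compound, then stimulated with EC80 TSH (4nM final) for 2 hours at 37 deg C. cAMP measured by competitive HTRF: anti-cAMP cryptate antibody in lysis buffer plus cAMP-d2, read after 30 minutes at room temperature.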
# Numbers without * were called inactive; ? = inconclusive; . = no result given; [ ] = another dose, or the depositor's remark. Unless noted, calls follow the shape of the dose curve; as a rule, active = well fitted curve in the direction sought with a large enough effect; inconclusive = small, poorly fitted or top-dose-only effect, or another doubt; inactive = no such curve, though single readings can be large; an effect the other way counts as inactive or inconclusive. The order is random. About 1.6% of those tested had a hit in this group.
1: CC(=O)Nc1cccc(N/C=C(\C=O)c2nc3ccccc3o2)c1
2: S=C1N(c2ccccc2)C(c2ccc(Cl)cc2)N2CCCN12 (configuration not stated)
3: O=C(COc1cc([N+](=O)[O-])cc2cccnc12)NCCC1=CCCCC1
4: O=c1c2ccccc2nc(SCc2cccc(F)c2)n1C1CCCC1
5: O=C(CN1C(=O)CSc2ncccc21)N1CCOCC1

Compound,1,2,3,4,5
Chronic BCR inh,6%,1%,7%,-2%,3%
Giardia kill,33[activator],-24,0,9,-19
TCR act,1%[46.1 µM],3%,-3%,0%[46.1 µM],1%
A-T KAP1 phos,1%,-2%,1%,5%,-4%
Coupling enz,0,3,0,-1,-3
GALK inhibitor,.,-4%,8%,1%,1%
hERG WT inh,44,4,9,7,4
CXXC DNA block,0%,14%,-4%,7%,9%
Tb PFK inh,0%,3%,-1%,-2%,-2%
TSHR antagonist,-7,9,0,-11,2

6: Cc1ccc(S(C)(=O)=O)cc1C(=O)OCC(=O)N(Cc1ccccc1)Cc1ccccc1
7: O=C(/C=C/c1ccco1)c1ccccc1O
8: S=c1[nH]nc(-c2ccccc2)n1/N=C/c1cccs1
9: CC(=O)c1cc2c(C)c(C(=O)c3ccccc3)oc2cc1O
10: CCOc1ccc(CCNC(=O)Cc2ccc(NC3=NC4CS(=O)(=O)CC4S3)cc2)cc1 (configuration not stated)

Compound,6,7,8,9,10
Chronic BCR inh,3%,3%,?,?,?
Giardia kill,14,2,2,-7,-9
TCR act,-3%,-4%,13%,5%,1%
A-T KAP1 phos,5%,5%[11.5 µM],-7%,10%,0%
Coupling enz,.,-1,1,2,1
GALK inhibitor,.,-2%,0%,1%,.
hERG WT inh,-13,-5,-10,3,0
CXXC DNA block,.,50%[activator],-9%,46%[activator],.
Tb PFK inh,0%,3%,-5%,2%,2%
TSHR antagonist,17,-11,-5,-15,7

# Single values from the entries so far:
# For TSHR antagonist, compound 8 is entered as -5
# For Giardia kill, compound 6 is entered as 14
# For hERG WT inh, compound 9 is entered as 3
# For hERG WT inh, compound 7 is entered as -5

# Other results follow:
11: CCOC(=O)c1cnn(-c2nc(SC)nc3sc4c(c23)CCC4)c1N
12: c1ccc(-c2cnn3nnnc3n2)cc1
13: COC(=O)c1sc(NC(=S)NC(=O)c2ccccc2Cl)nc1C
14: CCCCN1CNC(=S)N(c2ccc(C(=O)OCC)cc2)C1
15: O=C1NC(c2ccc(Br)cc2)Nc2ccccc21 (configuration not stated)

Compound,11,12,13,14,15
Chronic BCR inh,3%,0%,?,-9%,6%
Giardia kill,-14,-15,-21,-9,20
TCR act,0%,-5%,-26%[46.1 µM],5%[46.1 µM],6%
A-T KAP1 phos,0%,4%,8%,3%,9%
Coupling enz,1,-1,-2,4,1
GALK inhibitor,0%,5%,2%,2%,5%
hERG WT inh,-4,0,-3,-8,12
CXXC DNA block,5%,-1%,?,1%,0%
Tb PFK inh,-11%,-4%,1%,-3%,-4%
TSHR antagonist,4,4,13,12,-5

# Three compounds out of the list above, ordered by the value under GALK inhibitor, falling.
No.	SMILES	GALK inhibitor
5	O=C(CN1C(=O)CSc2ncccc21)N1CCOCC1	1%
11	CCOC(=O)c1cnn(-c2nc(SC)nc3sc4c(c23)CCC4)c1N	0%
2	S=C1N(c2ccccc2)C(c2ccc(Cl)cc2)N2CCCN12 (configuration not stated)	-4%

# Four structures out of the list, arranged by number of heavy atoms, rising:
12: c1ccc(-c2cnn3nnnc3n2)cc1
15: O=C1NC(c2ccc(Br)cc2)Nc2ccccc21 (configuration not stated)
14: CCCCN1CNC(=S)N(c2ccc(C(=O)OCC)cc2)C1
10: CCOc1ccc(CCNC(=O)Cc2ccc(NC3=NC4CS(=O)(=O)CC4S3)cc2)cc1 (configuration not stated)

Compound,12,15,14,10
Chronic BCR inh,0%,6%,-9%,?
Giardia kill,-15,20,-9,-9
TCR act,-5%,6%,5%[46.1 µM],1%
A-T KAP1 phos,4%,9%,3%,0%
Coupling enz,-1,1,4,1
GALK inhibitor,5%,5%,2%,.
hERG WT inh,0,12,-8,0
CXXC DNA block,-1%,0%,1%,.
Tb PFK inh,-4%,-4%,-3%,2%
TSHR antagonist,4,-5,12,7

# The listing picks up; the four compounds before the break are reprinted first.
12: c1ccc(-c2cnn3nnnc3n2)cc1
13: COC(=O)c1sc(NC(=S)NC(=O)c2ccccc2Cl)nc1C
14: CCCCN1CNC(=S)N(c2ccc(C(=O)OCC)cc2)C1
15: O=C1NC(c2ccc(Br)cc2)Nc2ccccc21 (configuration not stated)
16: CCN(CC)c1ccc(C(=O)NC(=S)N2CCN(Cc3ccc4c(c3)OCO4)CC2)cc1
17: CCCCC1(C)Cc2ccccc2C(=S)N1 (configuration not stated)
18: C#Cc1ccc(CN2CCC(N3CCC(C(=O)NCc4ccccn4)CC3)CC2)cc1
19: O=C(CSc1nnc(-c2ccc(NS(=O)(=O)c3ccccc3)cc2)o1)NCC1CCCO1 (configuration not stated)
20: N/C(=N\OC(=O)CCC1CCCC1)c1ccccn1

Compound,12,13,14,15,16,17,18,19,20
Chronic BCR inh,0%,?,-9%,6%,3%,0%,3%,-1%,?
Giardia kill,-15,-21,-9,20,-4,-2,33[activator],19,9
TCR act,-5%,-26%[46.1 µM],5%[46.1 µM],6%,5%[46.1 µM],-7%,-4%,10%,-4%[46.1 µM]
A-T KAP1 phos,4%,8%,3%,9%,-4%,0%,-5%,5%,-6%
Coupling enz,-1,-2,4,1,6,-5,.,0,-1
GALK inhibitor,5%,2%,2%,5%,0%,-3%,5%,7%,.
hERG WT inh,0,-3,-8,12,14,-5,42,2,-1
CXXC DNA block,-1%,?,1%,0%,1%,12%,1%,0%,9%
Tb PFK inh,-4%,1%,-3%,-4%,0%,-4%,-1%,-3%,-1%
TSHR antagonist,4,13,12,-5,-15,0,12,-9,-1

21: CCOc1ccc(NCC(=O)N/N=C/C=C/c2ccccc2)cc1
22: Cc1ccc(C(C)C)cc1OCC(=O)Nc1ccc(-n2cnnn2)cc1
23: Cc1cc(C)c(S(=O)(=O)N(CC(=O)O)C2CCCCC2)c(C)c1
24: CC[N+](CC)(CC(=O)Nc1c(C)cccc1C)Cc1ccccc1
25: CC1CCCC(C)N1C(=O)Nc1cccc(Cl)c1 (configuration not stated)

Compound,21,22,23,24,25
Chronic BCR inh,3%,-11%,0%,.,?
Giardia kill,-17,-21,5,-4,-18
TCR act,3%[46.1 µM],3%,3%,-2%,-12%
A-T KAP1 phos,-3%,-5%,6%,.,-3%
Coupling enz,-2,.,10,-3,2
GALK inhibitor,0%,.,1%,.,-3%
hERG WT inh,6,17,-5,-11,-1
CXXC DNA block,-2%,.,-8%,.,4%
Tb PFK inh,0%,0%,-3%,.,-22%
TSHR antagonist,0,-10,12,.,15

26: CCn1c(Nc2ccccc2Cl)nc2ccccc21
27: CCOc1ccc(NC(=O)CSc2ccc(-c3cccnc3)nn2)cc1
28: COc1ccc(C2N(c3ccc(C)cc3)CCN2c2ccc(C)cc2)cc1O
29: Cc1nc2sc(C(c3ccccc3)N3CCN(CCO)CC3)c(O)n2n1 (configuration not stated)
30: COc1ccc(-c2cn(-c3ccc(C)cc3)c(=O)n2CC(=O)Nc2ccc(OC)c(OC)c2)cc1

Compound,26,27,28,29,30
Chronic BCR inh,2%,1%,?,3%,16%
Giardia kill,-22,-16,5,-4,-4
TCR act,-1%,1%,.,1%,-5%
A-T KAP1 phos,1%,7%,0%,0%,-3%
Coupling enz,-10,.,-2,5,0
GALK inhibitor,0%,-2%,1%,-2%,-2%
hERG WT inh,-4,29,-3,0,0
CXXC DNA block,-3%,13%,8%,-1%,2%
Tb PFK inh,-6%,1%,0%,4%,5%
TSHR antagonist,-8,2,-14,1,9

31: N#Cc1c(NC(=O)Cn2nc(C(F)(F)F)c3c2CCCC3)sc2c1CCC2
32: CCCn1c(=O)c(C(=O)Nc2ccccc2C(=O)OCC)c(O)c2ccccc21
33: O=C(NNC(=O)c1ccccc1F)c1ccc(-n2cncn2)c([N+](=O)[O-])c1
34: CCN(CC)S(=O)(=O)c1cccc(C(=O)N2CCCc3ccccc32)c1
35: CCn1c2ccccc2c2cc(/C=N/NC(=O)c3ccncc3)ccc21
36: Cn1c(CCN2CCCC2)nc2cc(NS(=O)(=O)c3ccccc3)ccc21

Compound,31,32,33,34,35,36
Chronic BCR inh,11%,5%,0%,1%,3%,?
Giardia kill,-22,-17,9,7,-1,-6
TCR act,1%,0%,0%,2%,-7%,-3%
A-T KAP1 phos,11%,-1%,-2%,7%,2%,1%
Coupling enz,3,3,.,4,-1,-1
GALK inhibitor,0%,-1%,.,-3%,10%,0%
hERG WT inh,-1,21,-8,-7,-3,2
CXXC DNA block,9%,9%,.,4%,2%,3%
Tb PFK inh,?,3%,-4%,1%,0%,1%
TSHR antagonist,-28,-5,-1,-3,-4,3
